Coupling enz: qHTS Assay for Inhibitors of Fructose-1,6-bisphosphate Aldolase from Giardia Lamblia: Coupling assay counterscreen; coupling enzyme system counterscreen, AmpLite Red fluorescence; activity change, negative = inhibition, % at 58.2 µM, hits read low; 290,000 tested, 0.67% active; in the data active = activity change below about -30%; note: % is set by controls: 0 for no effect and ±100 for the full control effect
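Fluorescence at 525 nm excitation and 598 nm emission measured inhibition of the coupled detection system without aldolase. Compounds (at 57.5 uM final) were preincubated 10 min at room temperature with coupling enzyme reagent before a 20 min substrate/AmpLite Red step.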
Menin MLL FP TR: qHTS Assay for Inhibitors Targeting the Menin-MLL Interaction in MLL Related Leukemias: Competition With Texas Red Labeled MLL-derived Mutant Peptide | Menin + Texas Red MLL mutant peptide, fluorescence polarization | Potency, µM (doses to about 61.6 µM), without a hit: at the top dose FP activity change, negative = inhibition, most hits filed as inhibitors | AID 1768, 2009 | 270,000 tested, 0.23% active; active = well fitted inhibition curve with a large enough effect in the polarisation, with a control signal flat, not every such curve was filed as active; inconclusive = small, poorly fitted or top-dose-only effect, or effect the other way, or a change in a side signal; inactive = no such curve, though single readings can be large or run the other way; the % refers to the polarisation; note: potency is the fitted concentration of half-maximal effect; % of control where 0% means no effect; many of its hits are not listed in these tables
Tb PFK inh: qHTS Assay to Find Inhibitors of T. brucei phosphofructokinase; ATP-dependent 6-phosphofructokinase (Trypanosoma brucei brucei), O15648; Potency, µM (top dose mostly 57.5 µM), for inactives: top-dose activity, negative = inhibition, hits mostly inhibitors; T. brucei PFK, ADP-Glo luminescence; AID 485367, 2010; 330,000 tested, 0.17% active;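 note: potency is the fitted concentration of half-maximal effect; 0% = uninhibited 1x PFK enzyme wells and -100% = no-enzyme wells; nearly all actives have a fitted effect of over 60% in size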
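Activity is normalized to no-enzyme wells (full inhibition) and 1.25 nM enzyme wells (no inhibition). Reaction: 0.5 mM F6P, 0.1 mM ATP, 45 min RT, ADP-Glo luminescence; concentration-response curves fitted and classed by quality.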
B2AR arrestin: qHTS assay of beta-arrestin-biased ligands of beta2-adrenergic receptor; beta-arrestin recruitment to beta2AR, cell-based reporter; Potency, µM (top dose mostly 46.1 µM), for inactives: at the top dose activation, usual class: activators; 330,000 tested, 0.02% active;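 note: potency is the fitted concentration of half-maximal effect; 0% = DMSO controls and full agonism = EC100 isoproterenol or metaproterenol; nearly all actives have a fitted effect of over 65% in size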
BCR signal inh: qHTS Assay to Find Inhibitors of Chronic Active B-Cell Receptor Signaling. ABC-DLBCL IkBa-CBG/CBR reporter, luminescence ratio, 4 h. Potency, µM (titrated, usually from 46.1 µM), for the others: top-dose ratio change, negative = lower green/red ratio, most hits filed as inhibitors. 340,000 tested, 0.05% active. AID 493014, 2011; active = well fitted inhibition curve with a large enough effect in the signal ratio, with a control signal flat, not every such curve was filed as active; inconclusive = small, poorly fitted or top-dose-only effect, or effect the other way, or a change in a side signal; the % refers to the signal ratio;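 note: potency is the fitted concentration of half-maximal effect; plate controls were basal doxycycline-induced cells for no effect and cells given 10 µM MG132 for full effect; MG132 reads +100%, hits lower the ratio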
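TMD8 ABC-DLBCL cells carrying doxycycline-inducible green luciferase fused to IkappaBalpha plus unfused red luciferase were exposed to compounds (up to 46 uM) for 4 hrs at 37C. Activity came from the overlap-corrected green/red luminescence ratio.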
Giardia killer: Small Molecules that selectively kill Giardia lamblia: qHTS | Giardia lamblia trophozoite viability | activity change, % at 7.66 µM, hits read low | 340,000 tested, 0.15% active; in the data active = activity change below about -80%; inconclusive = between about -30% and that limit;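 note: parasites exposed to compound for two days anaerobically before the ATP read; % is set by controls: 0 for no effect and ±100 for the full control effect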
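Trophozoite viability was measured as ATP-dependent luminescence, read 15-30 min after reagent addition. Before that, parasites at 100 cells/well were exposed to compounds for 48 h, anaerobically, at 37 deg C.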
PTAP TSG101 blk: qHTS Assay for Iinhibitors of HIV-1 Budding by Blocking the Interaction of PTAP/TSG101. 340,000 tested, under 10 active. Tumor susceptibility gene 101 protein (Homo sapiens), Q99816. Fluorescence polarization, FITC-PTAP peptide / Tsg101 binding. Potency, µM (highest dose often 115 µM), for the others: at the highest dose activity change, negative = inhibition, hits mostly inhibitors; active = well fitted inhibition curve with a large enough effect in the main read-out, with a control signal flat, not every such curve was filed as active; inconclusive = small, poorly fitted or top-dose-only effect, or effect the other way, or a change in a side signal; inactive = no such curve, though single readings can be large or run the other way; note: potency is the fitted concentration of half-maximal effect; % of control where 0% means no effect
Target sequence (Q99816 whole entry, looked up): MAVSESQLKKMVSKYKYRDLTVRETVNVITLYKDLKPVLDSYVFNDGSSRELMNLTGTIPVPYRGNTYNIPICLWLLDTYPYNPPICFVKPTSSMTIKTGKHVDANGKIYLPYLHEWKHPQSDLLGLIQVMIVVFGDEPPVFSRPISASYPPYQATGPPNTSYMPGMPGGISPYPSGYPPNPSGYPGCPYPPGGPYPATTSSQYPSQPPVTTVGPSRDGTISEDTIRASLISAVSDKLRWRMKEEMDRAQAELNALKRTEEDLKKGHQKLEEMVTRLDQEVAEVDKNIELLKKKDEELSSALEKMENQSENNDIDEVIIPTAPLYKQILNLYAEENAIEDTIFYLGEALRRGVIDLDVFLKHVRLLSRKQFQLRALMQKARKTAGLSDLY
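Steps: Tsg101 binding domain dispensed (10 uM final), compounds pinned in DMSO, FITC-labeled PTAP-motif peptide added (50 nM final); after 20 min binding at room temperature, polarization measured.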
a7 integrin act: qHTS for Activators of Integrin-Mediated Alleviation for Muscular Dystrophy; alpha7betagal myoblasts, beta-gal FDG fluorescence, 48 h; Potency, µM (series often up to 38.3 µM), for inactives: at the highest dose activation, hits mostly activators; 350,000 tested, 0.064% active; AID 624291, 2012;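 note: potency is the fitted concentration of half-maximal effect; 100% = response of the positive control SU9516; nearly all actives have a fitted effect of over 60% in size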
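Alpha7betagal+/- myoblasts (passage 13) were plated 16-24 hr, then exposed to compounds (1:260 dilution of DMSO stock) for 48 hours at 37C. After MPER lysis, β-galactosidase reporter activity was read as FDG fluorescence (ex 480/em 540) after 30 minutes.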
GALK inh: qHTS Assay for Inhibitors of Human Galactokinase (GALK); Potency, µM (series often up to 57.5 µM), without a hit: at the highest dose activity change, negative = inhibition, hits mostly inhibitors; AID 1868, 2009; P51570; Purified GALK, Kinase-Glo residual ATP luminescence; 270,000 tested, 0.007% active; note: potency is the fitted concentration of half-maximal effect; % is set by controls: 0 for no effect and ±100 for the full control effect
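Galactose (100 uM) and ATP (35 uM) were turned over by 5 nM GALK for 1 h at RT. Kinase-Glo Plus then converted the remaining ATP into a luminescent signal.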
ASM inhibitor: Inhibitors of Secretory Acid Sphingomyelinase (S-ASM): qHTS; 340,000 tested, 0.006% active; Sphingomyelin phosphodiesterase (Homo sapiens), P17405; placental ASM, HMU-PC fluorogenic substrate, 60 min; Potency, µM (top dose mostly 57.5 µM), for the others: at the top dose activity change, negative = inhibition, actives largely listed as inhibitors; AID 504937, 2011; note: potency is the fitted concentration of half-maximal effect
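Human placenta-derived ASM preincubated with compound 10 min at room temperature, then reacted with 9 uM (final) fluorogenic HMU-PC substrate for 60 min at 37 C. Stop solution raises pH to 10; fluorescence read at Ex 386/Em 447 nm.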
PKM2 activator: qHTS Assay for Activators of Human Muscle isoform 2 Pyruvate Kinase. Pyruvate kinase PKM (Homo sapiens), P14618. purified PKM2, Kinase-Glo ATP luminescence, activation; response scale: 0% is enzyme alone, no compound. Potency, µM (series often up to 57.5 µM), for inactives: at the top dose activation, usual class: activators. 260,000 tested, 0.34% active. AID 1631, 2009; note: potency is the fitted concentration of half-maximal effect; % is set by controls: 0 for no effect and ±100 for the full control effect; nearly all actives have a fitted effect of over 55% in size
Target sequence (P14618 whole entry, looked up, canonical isoform): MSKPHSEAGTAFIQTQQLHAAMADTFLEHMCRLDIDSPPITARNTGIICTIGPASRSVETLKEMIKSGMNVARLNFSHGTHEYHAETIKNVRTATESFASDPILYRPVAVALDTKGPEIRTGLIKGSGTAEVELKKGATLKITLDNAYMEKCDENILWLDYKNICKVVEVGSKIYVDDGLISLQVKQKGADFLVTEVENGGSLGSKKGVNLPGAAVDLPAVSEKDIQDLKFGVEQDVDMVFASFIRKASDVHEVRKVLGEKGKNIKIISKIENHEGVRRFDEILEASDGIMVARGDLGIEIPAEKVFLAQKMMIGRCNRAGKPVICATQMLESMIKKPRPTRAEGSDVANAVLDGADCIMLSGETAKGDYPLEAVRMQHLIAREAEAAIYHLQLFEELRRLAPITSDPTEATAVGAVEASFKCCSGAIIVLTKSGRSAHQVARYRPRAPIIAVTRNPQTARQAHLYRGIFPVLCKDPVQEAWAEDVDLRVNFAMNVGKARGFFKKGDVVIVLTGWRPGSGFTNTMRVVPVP
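Kinase-Glo luminescence reports ATP generated from ADP (0.1 mM) and PEP (0.5 mM) by purified hPK-M2 after 1 h at room temperature, pH 7.2 imidazole buffer; intermediate enzyme activity allows detecting inhibitors and activators.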
* marks the source's active call; other numbers are inactive results; ? = inconclusive; · = not tested or not shown; [ ] = another dose, or the depositor's remark. Unless noted, calls come from the whole dose curve; as a rule, active = well fitted curve in the direction sought with a large enough effect; inconclusive = small, poorly fitted or top-dose-only effect, or another doubt; inactive = no such curve, though single readings can be large; an effect the other way counts as inactive or inconclusive. Not all compounds are listed, so the mix of outcomes need not match the whole.

SMILES	Coupling enz	Menin MLL FP TR	Tb PFK inh	B2AR arrestin	BCR signal inh	Giardia killer	PTAP TSG101 blk	a7 integrin act	GALK inh	ASM inhibitor	PKM2 activator
CCOC(=O)C1=C(CSc2nc3c(cc2C#N)CCC3)OC(N)=C(C#N)C1c1ccccc1 (centres undefined)	5	-20%	0%	-0.2%	?	2	-7%	9%	1%	11%	2%
CCCNC(=O)C(C)n1c2ccccc2c2nc(=O)cc(C)n21 (centres undefined)	-11	-5%	-3%	0.1%	-10%	·	·	·	2%	·	2%
CCn1c(-c2ccc(N)cc2)nc2ccccc21	-2	2%	2%	-0.6%	8%	9	-1%	0%	0%	7%	-12%
O=C(NOCc1ccccc1)c1ccc(Cl)cc1Cl	·	·	0%	-0.2%	?	?	-4%	12%	·	3%	·
CCCn1nc(CC(=O)O)c2ccccc2c1=O	1	12%	-5%	-0.2%	3%	2	2%	-1%	4%	0%	-5%
CCN(CC)CCCNC(=O)C1CCN(C(=O)c2oc3cc4sc(N(C)C)nc4cc3c2C)CC1	-19	-1%	-1%	0.4%	?	-6	-2%	-50%[inhibitor]	2%	14%	·
O=C(NCCCN1CCOCC1)C(Sc1ccccc1)c1ccccc1 (centres undefined)	1	19%	-10%	0.1%	-2%	-1	-3%	-14%	-1%	3%	-1%
COC(=O)c1cc2ccccc2n1Cc1ccc(Cl)nc1	-2	-16%	-1%	0.1%	?	-24	-6%	2%	-5%	-3%	·
COc1cccc(NC(=O)CN2C(=O)COc3ccc(Cl)cc32)c1	3	10%	-10%	-0.3%	?	-8	1%	15%	3%	0%	18%
Cc1cc2cc(CCNC(=O)c3cccs3)c(=O)[nH]c2cc1C	2	1%	-1%	-0.8%	?	4	-2%	-4%	·	-5%	-1%
Cc1ccc(OCC(=O)NCCCNC(=O)c2ccncc2)cc1C	0	-14%	-6%	0.3%	-6%	9	0%	4%	-1%	-2%[11.5 µM]	·
CCCn1c(=S)[nH]c2ccc(C(F)(F)F)cc21	-2	10%	-19%	0.2%	?	27	-3%	-16%	8%	0%	-3%
CCOC(=O)CSc1nc(-c2ccccn2)ncc1OC	-2	-9%	1%	3.8%	-1%	14	0%	13%	0%	4%	1%
CC(C)C(=O)N1CCN(c2ccc([N+](=O)[O-])cc2Cl)CC1	6	-10%	-11%	-0.2%	0%	27	-2%	-4%	1%	-3%	0%
CN1CCN(S(=O)C23CC4CC(CC(C4)C2)C3)CC1 (centres undefined)	-1	-6%	0%	-0.1%	5%	3	·	14%	-4%	5%	-19%
COc1ccccc1C1CCN(C(=O)c2ccc(C(C)(C)C)cc2)CC1	-4	?	-2%	0.4%	?	3	-1%	-38%	0%	0%	·
COc1ccc(C2=NS(=O)(=O)N(C)C(C(=O)NC3CCCC3)=C2)cc1	-3	6%	0%	0.4%	0%	-21	-2%	-9%	·	21%	3%
COc1ccc(Nc2nc3ccc(C)cn3c(=O)c2/C=N/O)cc1	0	27%	-1%	-0.2%	?	-8	-8%	21%	0%	-8%	-5%
COCC(C)NC(=O)C1CC(=O)N(c2ccc(C)cc2)C1 (centres undefined)	0	-9%	-1%	-0.5%	0%	22	-4%	1%	5%	1%	17%
CC(=O)NC(CC(=O)Nc1nccs1)c1ccccc1 (centres undefined)	-1	·	-6%	3.3%	?	31[activator]	-3%	-8%	-1%	-4%	-3%
CCN(C(=O)CSc1nnc(C(C)N(C)C)n1-c1ccc(F)cc1)C1CCS(=O)(=O)C1 (centres undefined)	·	·	-3%	0.0%	3%	1	-3%	8%	·	8%	·
CCOc1ccccc1C(=O)N(CN1CCCC1=O)c1cccc(Cl)c1	2	-17%	-2%	-0.1%	0%	-5	-2%	5%	-1%	3%	4%
c1ccc(Cc2cc[n+](Cc3ccccn3)cc2)cc1	1	·	3%	0.1%	4%	-6	1%	-2%	-1%	-3%	18%
CCOc1ccc(N(Cc2ccc(OC)c(OC)c2)C(=O)c2ccco2)cc1	4	?	4%	0.3%	2%	?	0%	4%	-1%	-2%	-1%
CC1CCN(C(=S)c2ccccc2O)CC1	3	20%	-11%	0.7%	1%	-14	-1%	6%	-2%	1%	-2%
O=C(O)C(Cc1ccc(F)cc1)c1ccccc1 (centres undefined)	0	6%	-3%	-0.9%	4%	-10	-3%	33%	-6%	3%	2%
CCN(CC)S(=O)(=O)c1ccc(NN=C2CCN(C)CC2)c([N+](=O)[O-])c1	0	-3%	-1%	0.0%	?	10	0%	-41%	1%	-4%	2%
COc1cc(CN(CC2CCCO2)C(=O)c2ccco2)cc(OC)c1OC (centres undefined)	·	·	-2%	0.2%	-5%	-12	-1%	-19%	5%	-1%	·
O=C(COC(=O)Cc1ccc(Cl)cc1)NCc1ccco1	·	·	?	0.4%	0%	17	-1%	2%	·	-4%	·
Cc1cc2cc(CNC(=O)c3ccc(S(=O)(=O)N4CCCCC4)cc3)ccc2[nH]1	2	26%	1%	-0.1%	6%	21	-1%	2%	3%	0%	-1%
Cc1ccc(NS(=O)(=O)c2ccc(C(=O)N3CCCC(C(F)(F)F)C3)cc2)cc1 (centres undefined)	·	·	0%	-0.2%	?	-3	-1%	3%	·	·	·
COc1ccc(CCN2C(=O)NC(NC(=O)CC(C)C)(C(F)(F)F)C2=O)cc1OC (centres undefined)	-5	-1%	3%	0.4%	1%	-21	6%	28%	1%	7%	-7%
O=C(Nc1nccs1)c1nc[nH]c1C(=O)N1CCc2ccccc2C1	·	·	-11%	0.0%	14%	-3	-5%	10%	·	1%	·
COc1ccc(OC)c(S(=O)(=O)N2CCCC(C)C2)c1 (centres undefined)	1	3%	-1%	0.3%	2%	2	1%	3%	-1%	-1%	-1%
Cc1ccc(C)c(C(=O)CSc2n[nH]c(-c3ccncc3)n2)c1	6	-6%	9%	-1.2%	2%	-8	-5%	22%	-1%	-1%	0%
CCOC(=O)C1CNc2cc(S(=O)(=O)CC)ccc2O1 (centres undefined)	0	-9%	-1%	-0.2%	9%	5	1%	-15%	1%	-2%	-2%
CC(C)(C)c1ccc(S(=O)(=O)Nc2cccc(C3OCCCO3)c2)cc1	-2	0%	-1%	0.6%	-6%	-10	1%	-23%	1%	1%	-1%
Cc1ccc(S(=O)(=O)NCCC(=O)NCCN2CCCCCC2)cc1	2	?	9%	-0.6%	0%	-6	1%	3%	2%	4%	-23%
COc1cc(NC(=O)c2cc(-c3ccccc3)nc3c2cnn3C(C)C)cc(OC)c1OC	·	·	-1%	0.2%	0%	-22	-4%	-6%	·	-26%	·

Looked up one by one from the entries so far:
SMILES	Coupling enz	Menin MLL FP TR	Tb PFK inh	B2AR arrestin	BCR signal inh	Giardia killer	PTAP TSG101 blk	a7 integrin act	GALK inh	ASM inhibitor	PKM2 activator
COc1ccc(CCN2C(=O)NC(NC(=O)CC(C)C)(C(F)(F)F)C2=O)cc1OC (centres undefined)	-5	-1%	3%	0.4%	1%	-21	6%	28%	1%	7%	-7%
CC(C)(C)c1ccc(S(=O)(=O)Nc2cccc(C3OCCCO3)c2)cc1	-2	0%	-1%	0.6%	-6%	-10	1%	-23%	1%	1%	-1%
COc1cc(NC(=O)c2cc(-c3ccccc3)nc3c2cnn3C(C)C)cc(OC)c1OC	·	·	-1%	0.2%	0%	-22	-4%	-6%	·	-26%	·
